# SMN2 splice up – increases expression of the SMN2 splice variant; HEK293 SMN2-luciferase splicing reporter, luminescence, 30-36 h; Potency, µM (titrated, usually from 46.1 µM), for the others: at the top dose activity change, positive = activation, hits mostly activators; 2.8% of 210,000 active; note: % of control where 0% means no effect; nearly all actives have a fitted effect of over 55% in size
#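 qHTS luciferase splicing reporter: luminescence rises when SMN2 exon 7 is included in transfected HEK293 cells. Compound exposure lasted 30-36 h at 37C, with 4.5 mM final sodium butyrate as control, followed by a ONE-Glo read.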
# aGal spleen mod – inhibits or activates alpha-galactosidase in human spleen homogenate. 0.008% of 240,000 active. P06280. Potency, µM (top dose mostly 80 µM), without a hit: at the top dose activity change, negative = inhibition, usual class: inhibitors. human spleen homogenate, 4MU-alpha-Gal fluorescence, 40 min;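 note: 0% = enzyme with vehicle and -100% = no enzyme basal signal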
#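 Spleen homogenate 1 ug + cpd (titration) + 4-MU-alpha-D-galactopyranoside 1 mM; 37C 40 min; 50 mM citrate/phosphate pH 5.0, 0.01% Tween-20; stop pH 10; fluorescence 365/440; AC50 via Hill.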
# GAA inhib – inhibitors of human lysosomal alpha-glucosidase; P10253; purified human GAA, 4-MU-alpha-glucoside fluorescence; Potency, µM (titrated, usually from 76.9 µM), without a hit: at the highest dose activity change, negative = inhibition, actives largely listed as inhibitors; 0.005% of 200,000 active; AID 1466;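 note: plate controls were uninhibited enzyme wells for no effect and no-enzyme background for full effect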
#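 Human alpha-glucosidase, 4 nM, pre-mixed with test compounds before 400 uM 4-methylumbelliferyl substrate; 20 min room temperature at pH 5.0. Fluorescence read after pH 10 stop; AC50 values from Hill-equation fits.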
# GAA spleen mod – lysosomal alpha-glucosidase (human) modulation | P10253 | human spleen homogenate, 4-MU-alpha-glucoside fluorescence | Potency, µM (top dose mostly 79.9 µM), for the others: top-dose activity change, negative = inhibition, hits mostly inhibitors | 0.006% of 240,000 active | AID 2112;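 note: 0% = enzyme with vehicle and -100% = no enzyme basal signal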
#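 Human spleen homogenate (1 ug) incubated with compounds and 1 mM 4-methylumbelliferyl-alpha-D-glucopyranoside in pH 5.0 citrate/phosphate buffer, 37 C, 40 min. Stopped at pH 10; 4-MU fluorescence (Ex 365/Em 440 nm); AC50 by Hill fit.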
# RGS12 GoLoco inh – RGS12 GoLoco-Gai1 interaction inhibition. Gai1:RGS12 GoLoco peptide FP, rhodamine, 10 min. Potency, µM (top dose mostly 61.6 µM), inactives show at the highest dose activity, negative = inhibition, most hits filed as inhibitors. 0.44% of 230,000 active. AID 880; active = well fitted inhibition curve with a large enough effect, not every such curve was filed as active; inactive = no such curve, though single readings can be large or run the other way; note: % is set by controls: 0 for no effect and ±100 for the full control effect; nearly all actives have a fitted effect of over 30% in size; many of its hits are not listed in these tables
# Target sequence (P63096 whole entry, looked up): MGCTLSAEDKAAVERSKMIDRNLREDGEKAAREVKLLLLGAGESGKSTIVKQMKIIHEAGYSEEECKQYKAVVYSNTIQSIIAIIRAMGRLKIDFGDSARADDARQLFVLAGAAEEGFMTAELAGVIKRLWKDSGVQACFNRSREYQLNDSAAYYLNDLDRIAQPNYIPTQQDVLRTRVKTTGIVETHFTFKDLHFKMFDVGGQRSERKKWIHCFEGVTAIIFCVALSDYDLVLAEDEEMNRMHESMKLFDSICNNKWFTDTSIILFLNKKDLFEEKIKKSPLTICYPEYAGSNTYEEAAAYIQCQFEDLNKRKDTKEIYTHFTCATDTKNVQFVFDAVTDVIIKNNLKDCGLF
# GAA glycogen – alters human alpha-glucosidase cleavage of glycogen; P10253; 0.38% of 300,000 active; recombinant GAA, glycogen substrate, Amplex Red glucose oxidase fluorescence; AID 2100; Potency, µM (doses to about 76.4 µM), without a hit: at the top dose activity change, negative = inhibition, most hits filed as inhibitors;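 note: 0% = full enzyme reaction and -100% = no-enzyme basal signal; the screen sought inhibitors and activators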
#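 Natural-substrate format: glycogen cleavage by 4 nM human enzyme, glucose read by Amplex Red coupling (Ex 573, Em 610 nm). Normalized to enzyme and no-enzyme controls.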
# ALDH1A1 block – ALDH1A1 (human) enzyme inhibition. P00352. Purified ALDH1A1, NADH fluorescence, propionaldehyde substrate. Potency, µM (titrated, usually from 75.3 µM), for the others: at the top dose activity, negative = inhibition, actives largely listed as inhibitors. 7.3% of 220,000 active. AID 1030; active = well fitted inhibition curve with a large enough effect, not every such curve was filed as active; inconclusive = small, poorly fitted or top-dose-only effect, or another doubt; inactive = no such curve, though single readings can be large or run the other way;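 note: plate controls were no enzyme wells and a reference inhibitor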
# Target sequence (P00352 whole entry, looked up): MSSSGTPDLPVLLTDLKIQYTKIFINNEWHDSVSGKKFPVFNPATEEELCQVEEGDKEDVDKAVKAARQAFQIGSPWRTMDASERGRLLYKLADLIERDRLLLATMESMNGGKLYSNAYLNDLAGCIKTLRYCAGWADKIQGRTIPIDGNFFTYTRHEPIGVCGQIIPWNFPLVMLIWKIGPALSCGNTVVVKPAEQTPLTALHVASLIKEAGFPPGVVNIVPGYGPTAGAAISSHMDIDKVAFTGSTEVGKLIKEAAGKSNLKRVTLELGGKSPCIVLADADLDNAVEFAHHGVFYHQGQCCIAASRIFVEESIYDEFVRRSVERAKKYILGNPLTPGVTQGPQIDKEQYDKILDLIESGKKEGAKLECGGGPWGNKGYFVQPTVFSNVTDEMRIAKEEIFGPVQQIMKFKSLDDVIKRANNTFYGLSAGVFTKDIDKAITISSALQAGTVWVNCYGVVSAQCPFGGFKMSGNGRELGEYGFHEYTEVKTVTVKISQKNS
# JMJD2E inh – blocks human JMJD2E demethylase activity | B2RXH2 | AID 2147 | 1.6% of 230,000 active | Potency, µM (series often up to 57.1 µM), for the others: top-dose activity change, negative = inhibition, usual class: inhibitors | JMJD2E catalytic domain, FDH-coupled NADH fluorescence (FDH is formaldehyde dehydrogenase); active = well fitted inhibition curve with a large enough effect, not every such curve was filed as active; inconclusive = small, poorly fitted or top-dose-only effect, or another doubt; inactive = no such curve, though single readings can be large or run the other way;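 note: 0% = wells with enzyme and -100% = buffer wells without enzyme; nearly all actives have a fitted effect of over 50% in size; many of its hits are not listed in these tables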
# Numbers without * were called inactive; ? = inconclusive; . = no result given; [ ] = dose if it differs, or a comment. Unless noted, calls come from the whole dose curve; as a rule, active = well fitted curve in the direction sought with a large enough effect; inconclusive = small, poorly fitted or top-dose-only effect, or another doubt; inactive = no such curve, though single readings can be large; an effect the other way counts as inactive or inconclusive. Potency is the fitted concentration of half-maximal effect. Some of the compounds tested; the hit share may differ from the screen's.
SMILES,SMN2 splice up,aGal spleen mod,GAA inhib,GAA spleen mod,RGS12 GoLoco inh,GAA glycogen,ALDH1A1 block,JMJD2E inh
Cc1ccc(-c2nnn(CC(=O)N(CC3CCCO3)C(C(=O)NC(C)(C)C)c3ccc(F)cc3)n2)o1 (configuration not stated),6.9%,-4.2%,-9.2%,-12.6%,0.6%,-4.1%,-3.2%,3.2%
Cn1nccc1NC(=O)Nc1ccc(OC(F)(F)F)cc1,.,-9.1%,.,-6.5%,-5.8%,5.3%,.,-29.6%
CNC1C(O)[C@@H]2OC(O[C@@H]3C(O)C(O)C(N)C[C@H]3N)C(N)C[C@H]2O[C@H]1O[C@@H]1OC(CO)C(N)C(O)C1O (some centres not stated),4.0%,3.1%,.,14.1%,-5.1%,.,0.4%,-1.0%
CC(C)(C)NC(=O)/C(=C\c1cccnc1)NC(=O)c1ccco1,.,0.5%,14.0%,6.0%,10.0%,10.8%,-3.1%,4.9%
O=C(CCN1C(=O)c2ccccc2C1=O)Nc1ccc(-c2nc3ccccc3s2)cc1,.,3.7%,4.4%,4.2%,.,5.7%,2.0%,-10.3%
COc1ccc(Cl)cc1NC(=O)c1ccoc1C,-0.1%,-0.3%,-4.4%,0.6%,10.7%,4.3%,-0.5%,-0.6%
Cc1cc(=O)nc2c3ccccc3n(CC(=O)Nc3ccccc3Br)n12,.,9.6%,.,10.4%,12.5%,5.8%,.,?
CCCSc1ccc(C(=O)Nc2ccc(F)cc2F)cn1,-3.8%,10.8%,6.3%,2.5%,9.8%,-2.2%,-5.8%,?
Nn1cnnc1N/N=C/c1ccc(Cl)c([N+](=O)[O-])c1,22.3%,0.1%,-10.4%,-7.7%,3.7%,?,?,-80.3%
COc1ccc(NC(=S)Nc2cccc([N+](=O)[O-])c2)cc1,-23.6%,1.2%,1.0%,-2.1%,-0.6%,-7.9%,-2.8%,-3.5%
CCOC(=O)CSc1nc(N2CCOCC2)c2c(c1C#N)CC(C)(C)N(C)C2,.,11.9%,-0.3%,3.5%,.,15.6%,17.8µM*,?
COc1cc(/C=N/Nc2nc(=O)[nH]nc2C)ccc1O,.,-10.4%,.,-6.7%,2.1%,-21.1%,.,-11.1%
Cc1cc(Cl)ccc1NC(=S)NCCCN1CCCC1=O,5.4%,-5.1%,0.1%,-4.1%,-7.4%,3.6%,6.0%,-0.8%
COC(=O)Cn1cccc1C(=O)c1ccccc1,2.3%,-4.7%,?,-4.1%,0.1%,7.2%,2.2%,7.5%
CCn1c(SCC(=O)NCc2cccs2)nnc1-c1ccncc1,-15.5%,-6.6%,-2.1%,-4.9%,6.9%,0.6%,-1.9%,8.7%
CC(C)Cn1c(-c2ccccc2)nc2ccccc2c1=O,-33.2%[inhibitor],2.0%,-7.1%,-5.8%,3.5%,11.2%,?,3.5%
COc1ccc(NC(=S)Nc2cccc(C)n2)cc1,.,-1.1%,.,-1.2%,1.2%,4.1%,.,-4.4%
Cc1ccc(C)c2[nH]c(=O)c(CCNC(=O)C(C)(C)C)cc12,1.7%,-5.2%,-0.4%,-5.7%,3.5%,-7.3%,?,?
COc1ccc2[nH]c(=O)c(CN(Cc3cccs3)S(=O)(=O)c3cccc4nsnc34)cc2c1,-50.3%[inhibitor],6.6%,-9.7%,-9.1%,7.8%,0.2%,?,-5.4%
O=S1(=O)C=C(N2CCCCC2)c2ccccc21,1.0%,6.9%,-9.3%,0.4%,7.2%,-6.9%,?,-29.7%
CC(C)(C)NC(=O)C(=O)N/N=C/c1cccs1,?,3.7%,6.6%,-1.1%,9.2%,-1.1%,6.9%,8.7%
Cc1ccc(NC(=O)CSc2nnc(Cn3cnc4ccccc43)o2)cc1,-6.3%,0.4%,2.7%,-2.0%,6.7%,-0.9%,7.2%,7.0%
Cc1[nH]nc2c1C(c1ccc(O)cc1)C1=C(CC(C)(C)CC1=O)N2 (configuration not stated),11.8%,5.2%,0.1%,5.9%,0.4%,-22.3%,?,?
CN1CCN(S(=O)(=O)c2cccc(C(=O)Nc3sc4c(c3-c3nc5ccccc5[nH]3)CCCC4)c2)CC1,4.2%[1.84 µM],-12.0%,-1.9%,-10.5%,47.5%[activator],-3.4%,-1.1%,-5.3%
COc1cc(NC(=S)N2CCC(C(N)=O)CC2)c(OC)cc1Cl,5.4%,-6.6%,-3.9%,-4.5%,3.4%,-1.6%,-4.0%,-4.1%
CSCCC(N=C(NS(=O)(=O)c1ccccc1)c1ccccc1)C(=O)O (configuration not stated),.,-0.4%,.,0.5%,-4.9%,-8.3%,.,5.1%
Cc1cc(OCC(=O)O)c2cccc(C)c2n1,-4.8%,5.3%,-9.7%,2.7%,-9.3%,11.4%,-4.9%,?
COc1nnc(-c2ccccc2)s1,13.4%,4.6%,-0.3%,-1.2%,0.7%,1.6%,?,-8.0%
COc1ccc(S(=O)(=O)Nc2ccccc2C)cc1,-5.6%,-0.2%,6.1%,-3.9%,4.8%,8.4%,1.5%,6.4%
Cc1ccc(C(=O)CC(C(=O)O)n2ccc(C)n2)cc1 (configuration not stated),26.0%,-4.0%,0.2%,-1.6%,0.0%,-7.0%,-6.3%,3.1%
COc1cc(/C=C/C(=O)Oc2coc(CSc3ncccn3)cc2=O)cc(OC)c1OC,10.0%,-13.9%,?,-20.9%,3.7%,-3.1%,?,?
CC1CCCCN1C(=O)CCS(=O)(=O)c1cccc2nonc12 (configuration not stated),5.6%,-6.0%,2.9%,1.3%,-7.5%,-3.0%,?,-7.4%
COc1ccc(-c2[nH]ncc2CN(C)CCCN2CCOCC2)cc1F,.,1.5%,-9.7%,-5.9%,-26.4%,7.8%,0.7%,5.0%
CCc1cc(Br)ccc1NC(=O)C1CCCO1 (configuration not stated),-8.6%,5.8%,6.8%,-0.4%,5.5%,0.0%,-4.9%,1.2%
Cc1ccc(NCCCCO)cc1C,.,1.8%,-5.4%,-3.6%,5.3%,-22.1%,?,4.8%
COc1ccc(C2CCCN2C(=S)Nc2c(C)cccc2C)cc1OC (configuration not stated),.,-0.2%,-5.8%,4.8%,-2.4%,-2.5%,5.5%,-3.6%
O=C(Nc1ccc(Cl)c(Cl)c1)Nc1cc(S(=O)(=O)N2CCOCC2)ccc1N1CCCC1,-24.3%,2.7%,-9.5%,2.9%,1.0%,0.1%,?,?
CCOc1ccc(S(=O)(=O)n2nnc3ccccc32)cc1C,-10.8%,-0.2%,-1.9%,-0.2%,0.3%,-6.9%,0.8%,3.8%
C/C(=N\NC(=O)Cc1ccc(F)cc1)c1ccc(F)cc1,-6.3%,0.9%,0.6%,-2.7%,6.0%,2.5%,4.2%,14.1%
CCOc1ccc2[nH]c(=O)c(CN(C(=O)N3CCOCC3)C3CC3)cc2c1,4.1%,4.7%,4.2%,2.0%,2.5%,2.6%,?,?

# An excerpt from above, limited to RGS12 GoLoco inh:
compound | RGS12 GoLoco inh
COc1ccc(C2CCCN2C(=S)Nc2c(C)cccc2C)cc1OC (configuration not stated) | -2.4%
O=C(Nc1ccc(Cl)c(Cl)c1)Nc1cc(S(=O)(=O)N2CCOCC2)ccc1N1CCCC1 | 1.0%

# Looked up one by one from the entries so far, four records:
SMILES,SMN2 splice up,aGal spleen mod,GAA inhib,GAA spleen mod,RGS12 GoLoco inh,GAA glycogen,ALDH1A1 block,JMJD2E inh
COc1cc(/C=C/C(=O)Oc2coc(CSc3ncccn3)cc2=O)cc(OC)c1OC,10.0%,-13.9%,?,-20.9%,3.7%,-3.1%,?,?
C/C(=N\NC(=O)Cc1ccc(F)cc1)c1ccc(F)cc1,-6.3%,0.9%,0.6%,-2.7%,6.0%,2.5%,4.2%,14.1%
CCOc1ccc2[nH]c(=O)c(CN(C(=O)N3CCOCC3)C3CC3)cc2c1,4.1%,4.7%,4.2%,2.0%,2.5%,2.6%,?,?
O=C(Nc1ccc(Cl)c(Cl)c1)Nc1cc(S(=O)(=O)N2CCOCC2)ccc1N1CCCC1,-24.3%,2.7%,-9.5%,2.9%,1.0%,0.1%,?,?

# Carrying on.
SMILES,SMN2 splice up,aGal spleen mod,GAA inhib,GAA spleen mod,RGS12 GoLoco inh,GAA glycogen,ALDH1A1 block,JMJD2E inh
CCCCCCCN1C2=NCCN2c2ccccc21,.,-16.4%,-3.6%[15.4 µM],-9.1%,-1.4%,-2.5%,-6.4%,-2.1%
O=S1(=O)CCC(NC(=S)N2CCOCC2)C1 (configuration not stated),19.0%,7.4%,8.1%,4.6%,1.8%,2.2%,-2.9%,-1.0%
CSc1nsc(N/N=C/c2ccc3c(c2)OCO3)c1C#N,5.62µM*,-1.7%,-13.1%,-2.8%,15.6%,-5.8%,-1.1%,?
NC(=O)c1ccccc1NC(=O)CN1CCOCC1,2.0%,-7.6%,6.1%,-3.1%,-6.9%,6.7%,?,?
CCC(O)CNc1nc(-n2nc(C)cc2C)nc2sc3c(c12)CCCC3 (configuration not stated),3.4%,-2.4%,-0.8%,-0.4%,8.3%,1.6%,-0.6%,-6.2%
CCOC(=O)Cc1csc(NC(=S)NC(=O)c2cc(OC)cc(OC)c2)n1,-7.2%,2.6%,?,-0.4%,11.3%,-0.1%,?,6.0%
N=C(N)SCc1cn2ccccc2n1,-4.6%,3.0%,-0.7%,1.5%,-5.4%,14.8%,4.3%,-0.2%
CC(C)[C@@H](CC(=O)N[C@@H]1CCNC[C@H]1C(=O)N[C@H](CC(=O)N[C@@H](CCC(=O)O)CC(=O)O)Cc1c[nH]c2ccccc12)NC(=O)C[C@H](Cc1c[nH]c2ccccc12)NC(=O)[C@@H]1CCCC[C@H]1N,1.7%,-4.5%,.,6.4%,-4.8%,.,-7.6%,-25.4%
CCCCN(C)C1CCN(C(=S)Nc2cccc(OC)c2)CC1,-0.8%,-2.0%,-3.6%,-3.2%,-1.5%,3.0%,2.2%,2.0%
O=C(c1c(Cl)cccc1Cl)N1CCN(c2cccc3[nH]ccc23)CC1,.,-3.3%,.,4.3%,5.6%,?,.,-11.2%
CCOC(=O)CC(C(=O)OCC)P(=O)(c1ccccc1)c1ccccc1 (configuration not stated),8.0%,6.8%,-6.8%,0.7%,3.6%,0.4%,10µM*,7.9%
Cc1ccsc1C(=O)OCC(=O)Nc1c(C)n(C)n(-c2ccccc2)c1=O,?,-3.9%,4.7%,-1.3%,6.6%,17.6%,2.0%,-2.3%
